SW480 rerep – inducers of DNA re-replication in SW480 colon cancer cells; 340,000 tested, 1.8% active; Potency, µM (titrated, usually from 46.1 µM), for inactives: at the top dose re-replication activation, usual class: activators; SW480 DNA re-replication, Hoechst DNA content imaging, 48 h; also: potency is read from the fitted curve at half-maximal effect; % of control where 0% means no effect; nearly all actives have a fitted effect of over 55% in size
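Compounds, transferred as 23 nL by pin tool, were incubated with cells for 48 hr; DNA content per nucleus was then quantified by Hoechst staining and fluorescence plate imaging.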
S2 tox – cell viability loss in ATXN counter-screen; 400,000 tested, 0.49% active; S2 cells (HEK-293 line with an ATXN2-luciferase reporter) viability, CellTiter-Fluor protease fluorescence, 24 h; Potency, µM (series often up to 56.7 µM), hits mostly cytotoxic; also: potency is read from the fitted curve at half-maximal effect; nearly all actives have a fitted effect of over 40% in size
IL-1B inflam inh – inhibitors of inflammasome signaling (IL-1 beta secretion). activity change, % at 57.5 µM. AID 743279. 360,000 tested, 4.7% active. THP-1 LPS/ATP IL-1B secretion, AlphaLISA, 16 h; stronger effect = lower value; in the data active = activity change below about -50%; inconclusive = mostly about -30% to -49%; also: % is scaled to controls: 0 for no effect and ±100 for the full control effect
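Secreted IL-1B measured by AlphaLISA bead assay after 16 h compound exposure of THP-1 cells; compounds (final up to 57.5 uM) added 1 h before LPS (250 ng/mL) and ATP (1.25 mM) stimulation; lower signal means less secretion.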
KB-V1 MDR tox – kills drug-selected multidrug resistant KB-V1 cells; KB-V1 MDR cells viability, CellTiter-Glo, 72 h; 400,000 tested, 3.4% active; Potency, µM (doses to about 46.1 µM), for the others: at the top dose activity change, negative = cytotoxicity, usual class: cytotoxic; also: potency is read from the fitted curve at half-maximal effect; % is scaled to controls: 0 for no effect and ±100 for the full control effect; nearly all actives have a fitted effect of over 60% in size
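KB-V1 MDR subline cells in DMEM (phenol-red free, 10% FBS) exposed to compounds in qHTS concentration series for 72 h at 37 degrees C. Viability read by CellTiter-Glo luminescence; concentration-effect curves fitted after normalization and correction.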
ATXN2 expr inh – inhibitors of ATXN2 expression; HEK-293 ATXN2-luciferase reporter, luminescence, 24 h; Potency, µM (titrated, usually from 57 µM), inactives show at the highest dose activity change, negative = inhibition, hits mostly inhibitors; 360,000 tested, 0.72% active; also: potency is read from the fitted curve at half-maximal effect; % is scaled to controls: 0 for no effect and ±100 for the full control effect; nearly all actives have a fitted effect of over 55% in size
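ATXN2-luciferase reporter cells (luciferase flanked by upstream and downstream ATXN2 gene portions) were treated 24 h at 37 °C with compounds at up to 57 uM. SteadyGlo luminescence gave expression; GF-AFC fluorescence gave viability.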
KB-3-1 cytotox – KB-3-1 parental cell cytotoxicity | KB-3-1 viability, CellTiter-Glo ATP luminescence, 72 h | Potency, µM (series often up to 46.1 µM), for the others: top-dose activity change, negative = cytotoxic, actives largely listed as cytotoxic | 400,000 tested, 1.4% active; also: potency is read from the fitted curve at half-maximal effect; % is scaled to controls: 0 for no effect and ±100 for the full control effect; nearly all actives have a fitted effect of over 60% in size
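Screening of KB-3-1 cells (DMEM, 10% FBS, phenol-red free) ran from lowest to highest compound concentration; after 72 h at 37 °C viability was read luminescently and curves fitted.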
MCF10A rereplic – inducers of DNA re-replication in MCF 10A breast cells | MCF 10A DNA re-replication, Hoechst nuclear intensity, 48 h | Potency, µM (highest dose often 46.1 µM), inactives show top-dose activity, positive = re-replication, actives largely listed as activators | 350,000 tested, 2.9% active; also: potency is read from the fitted curve at half-maximal effect; % of control where 0% means no effect; nearly all actives have a fitted effect of over 50% in size
HT1080-NT tox – kills 2HG-producing HT-1080-NT fibrosarcoma cells; Potency, µM (top dose mostly 46.1 µM), without a hit: top-dose activity, negative = less viability, usual class: cytotoxic; HT-1080-NT fibrosarcoma viability, CellTiter-Glo ATP luminescence, 48 h; 360,000 tested, 1.6% active;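 also: NT is the 2HG producing partner of a matched IDH1 knockdown line; potency is read from the fitted curve at half-maximal effect; 0% = DMSO-treated cells and -100% = media-only wells without cells; nearly all actives have a fitted effect of over 55% in size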
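Read-out is CellTiter-Glo luminescence after 10 minutes at room temperature, following 48 hours' compound treatment of HT-1080-NT cells (750 cells/well, RPMI, 5% FBS, 37 degrees C).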
HT1080 IDH1KD tx – toxicity to HT-1080 IDH1 knockdown cells (counter line); HT-1080 IDH1 knockdown viability, ATP luminescence, 48 h; Potency, µM (top dose mostly 46.1 µM), without a hit: top-dose activity, negative = toxicity, most hits filed as cytotoxic; 360,000 tested, 2% active;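 also: potency is read from the fitted curve at half-maximal effect; 0% = DMSO wells and -100% = cell-free medium wells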
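HT-1080-IDH1KD cells (IDH1 knocked down), 750/well in RPMI with 5% FBS, treated with compound 48 h at 37 degrees C. Viability by CellTiter-Glo luminescence, normalised to DMSO and no-cell wells; concentration-response curves classed.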
* marks the source's active call; other numbers are inactive results; i = inactive; ? = inconclusive; / = not tested or not shown; [ ] = remark or other dose. Unless noted, calls follow the shape of the dose curve; as a rule, active = well fitted curve in the direction sought with a large enough effect; inconclusive = small, poorly fitted or top-dose-only effect, or another doubt; inactive = no such curve, though single readings can be large; an effect the other way counts as inactive or inconclusive.

The opening 2 compounds as a preview:
SMILES	SW480 rerep	S2 tox	IL-1B inflam inh	KB-V1 MDR tox	ATXN2 expr inh	KB-3-1 cytotox	MCF10A rereplic	HT1080-NT tox	HT1080 IDH1KD tx
Cc1c(OCC(=O)NC2CC(C)(C)NC(C)(C)C2)ccc2c1oc(=O)c1ccccc12	13µM*	?	?	3.3%	17.8µM*	-2.0%	2.4%	15.5%	2.8%
CCCN1CCC(=O)N(CCSc2ccc(C)cc2)CC1	1.9%	i	10.1	-6.5%	44.3%[activator]	?	-12.6%	0.3%	5.6%

The whole of this part, from the start:
SMILES	SW480 rerep	S2 tox	IL-1B inflam inh	KB-V1 MDR tox	ATXN2 expr inh	KB-3-1 cytotox	MCF10A rereplic	HT1080-NT tox	HT1080 IDH1KD tx
Cc1c(OCC(=O)NC2CC(C)(C)NC(C)(C)C2)ccc2c1oc(=O)c1ccccc12	13µM*	?	?	3.3%	17.8µM*	-2.0%	2.4%	15.5%	2.8%
CCCN1CCC(=O)N(CCSc2ccc(C)cc2)CC1	1.9%	i	10.1	-6.5%	44.3%[activator]	?	-12.6%	0.3%	5.6%
Cc1ccc(C(=O)n2c3ccccc3c3ccccc32)cc1	20.6µM*	i	42.9	8.2µM*	-3.5%	10.3µM*	?	?	6.51µM*
CCn1c(SC(C)C(=O)NCC2CCCO2)nc2ccccc21 (stereo not drawn)	-4.6%	i	15.4	?	-7.3%	0.6%	11.9%	2.0%	-1.6%
CN1C=Nc2c(ncn2C2CCC(CO)O2)C1O (stereo not drawn)	/	i	16.0	8.2%	9.3%	11.1%	/	15.1%	19.3%
Cc1ccc(S(=O)(=O)N2[C@H](c3cccc(Cl)c3)CC(=O)[C@@H]3CN(S(=O)(=O)c4ccccc4C)[C@H](c4ccc(Cl)cc4)C[C@@H]32)cc1	/	?	39.0	-12.7%	4.4%	3.66µM*	/	-1.5%	-20.8%
C=CCNC(=O)C1CCN(S(=O)(=O)c2ccc3ccccc3c2)CC1	14.6%	i	19.1	-8.8%	6.5%	7.6%	-0.8%	0.0%	7.4%
CCc1ccc(S(=O)(=O)NCCc2cn3cccc(C)c3n2)s1	-11.6%	i	1.1	2.1%	/	-1.4%	-1.6%	1.9%	1.2%
CCC(C)[C@H](NC(=O)N1CC(=O)Nc2ccccc21)C(=O)Nc1ccccc1C (stereo partly drawn)	-0.8%	?	22.5	-3.5%	/	?	-7.2%	?	?
Cc1ccc(-c2nc3ccccn3c2NCc2ccc3c(c2)OCO3)cc1	2.5%	i	?	0.0%	26.7%	-5.9%	?	?	?
CCOc1ccc(-c2cc3c(=O)n(CC(=O)NCc4ccc(OC)cc4)ccn3n2)cc1	/	i	/	1.3%	45.8%[activator]	0.9%	/	/	/
COc1cccc(C2=CC(c3ccc(N(C)C)cc3)n3nnnc3N2)c1 (stereo not drawn)	?	i	-3.4	13µM*	-4.1%	18.4µM*	16.4µM*	-16.1%	?
Cc1[nH]nc(SCC(=O)N2CCCC2)c1[N+](=O)[O-]	23.8%	i	-6.7	?	/	-2.0%	1.9%	-0.6%	0.7%
C=CC[C@H](CC(=O)NCCO)C(=O)N[C@@H](COC(=O)[C@@H](CC=C)Cc1ccc(F)cc1)Cc1c[nH]c2ccccc12	-8.1%	?	-10.3	2.7%	-37.1%	0.7%	11.8%	-7.6%	-7.3%
Cc1ccc(S(=O)(=O)N2CCOCC2)cc1C(=O)N1CCC(Cc2ccccc2)CC1	-1.2%	i	-29.5	?	-31.6%	-10.5%	5.9%	6.0%	-3.1%
Cc1ccc(NC(=S)N2CCSC2c2cccs2)cc1 (stereo not drawn)	?	i	-82.4*	-14.4%	-6.1%	9.5%	1.3%	-1.0%	13.8%
CCc1c(C)c2ccc(OCC(=O)NCC3CCC(C(=O)O)CC3)cc2oc1=O (stereo not drawn)	-5.5%	i	14.2	19.6%	2.8%	0.0%	-3.3%	0.2%	5.7%
O=C(CSc1nnc(NC(=O)C2CCCCC2)s1)NCc1ccco1	-8.0%	i	63.4	-23.2%	-0.5%	27.7%	-4.4%	2.4%	2.0%
O=C(NCc1ccco1)Nc1ccc(Br)cc1Cl	?	i	0.0	-5.8%	46.3%[activator]	-7.1%	?	2.5%	-2.9%
Cc1ccccc1Nc1nc(N)nc(COC(=O)CCC(=O)c2ccc(F)cc2)n1	-5.6%	i	-1.7	?	-11.2%	11.5%	-1.1%	-23.8%	-20.1%
COc1cc(Cl)c(C)cc1NC(=O)CNC(C)c1ccccc1OC (stereo not drawn)	15.2%	i	-23.8	?	?	?	13.9%	?	?
COc1ccc2c(c1)c(C(=O)N/N=C/c1cccs1)c(C)n2C	15.2%	i	5.9	-3.5%	3.5%	-0.8%	0.6%	4.3%	12.6%
Cc1cc2oc(=O)cc(CSc3nc(N)cc(N)n3)c2cc1C	-1.5%	i	-9.3	?	3.6%	13.7%	-3.4%	-15.8%	-15.4%
Cc1ccccc1-n1c(C)nnc1SCC(=O)NCC1CCCO1 (stereo not drawn)	2.1%	i	30.8	-14.0%	3.1%	-7.6%	-2.4%	?	22.4µM*
Cc1ccc(C(C)c2c(C)c([N+](=O)[O-])cc(C)c2[N+](=O)[O-])cn1 (stereo not drawn)	-5.6%	i	-4.7	-19.2%	-20.2%	-14.0%	2.3%	-10.5%	-10.2%
SMILES	SW480 rerep	S2 tox	IL-1B inflam inh	KB-V1 MDR tox	ATXN2 expr inh	KB-3-1 cytotox	MCF10A rereplic	HT1080-NT tox	HT1080 IDH1KD tx
COc1ccc(S(=O)(=O)N2CCCCCC2)cc1C(=O)NC1(C)CCS(=O)(=O)C1 (stereo not drawn)	-8.2%	?	i	-2.1%	2.6%	7.5%	-14.4%	3.5%	8.5%
O=C(NCc1cccc(Cl)c1)c1ccco1	2.6%	i	17.4	-25.7%	2.0%	-8.4%	-5.0%	14.9%	-5.4%
Cc1cccc(OCC2CCCN(Cc3nc(C4CC4)no3)C2)c1 (stereo not drawn)	-0.2%	i	22.2	-15.8%	/	5.3%	1.1%	-8.4%	5.4%
Cn1c(SCC(=O)NCc2ccc3c(c2)OCO3)nc2c(c1=O)SCC2	-1.0%	i	i	-20.3%	2.7%	0.3%	5.3%	0.5%	10.8%
Cc1cnn(-c2cc(N/N=C/c3cccc(F)c3)ncn2)c1	-2.2%	i	-6.8	-15.5%	?	-10.9%	1.6%	-16.1%	9.8%
Cc1cc(=O)oc2cc(NC(=O)CCOc3ccccc3)ccc12	?	i	-5.3	?	6.7%	?	5.9%	-2.8%	-2.9%
Nc1nc(Cl)cc(N2CCC(c3cc(-c4ccc(Cl)cc4)n[nH]3)CC2)n1	16.4µM*	?	-5.6	14.6µM*	25.1µM*	?	25.9µM*	22.4µM*	11.2µM*
CCOC(=O)c1sc(NC(=O)C2CC(=O)N(c3ccc4c(c3)OCCO4)C2)nc1C (stereo not drawn)	0.4%	i	-4.7	22.2%	/	2.9%	8.8%	1.5%	0.0%
CC1CCCCN1CCNC(=O)c1ccc2c(c1)N(Cc1ccccc1F)C(=O)c1ccccc1S2=O (stereo not drawn)	29.3%	i	0.0	-2.5%	-21.7%	-17.9%	-23.4%	-26.9%	?
CCCNC(=O)C(=O)NCc1ccccn1	0.2%	i	-1.0	-2.2%	2.1%	17.8%	-8.2%	10.7%	9.3%
Cc1ccc(-c2nc(N/N=C/c3cccnc3)c3ccccc3n2)cc1	1.7%	i	?	?	70.9%[activator]	?	-6.2%	11.2µM*	?
Cc1c(-c2nc(N)nc(Nc3ccc(F)cc3)n2)oc2ccccc12	2.1%	i	/	?	20.5%	?	?	?	?
Cc1cc(NC(=O)c2ccccc2C)n(-c2cccc(F)c2)n1	0.6%	i	-10.3	-4.3%	-24.2%	4.1%	-4.2%	6.2%	0.0%
CC1CCN(C(=O)Cn2c(SCC(=O)Nc3ccc(F)cc3)nc3ccccc32)CC1	/	?	/	?	-5.0%	4.2%	/	/	/
O=[N+]([O-])c1ccccc1S(=O)(=O)c1ccccc1	-1.4%	i	-29.5	?	1.5%	2.2%	-0.8%	-2.5%	0.2%
COc1ccc(S(=O)(=O)N2CCOCC2)cc1NC(=O)CN(C)CC(=O)Nc1cccc(F)c1	-0.5%	i	-8.5	?	-6.8%	-4.8%	7.8%	-2.4%[9.24 µM]	1.6%
COc1cccc(CC(=O)N2CCC(n3nccc3NC(=O)C3CC3)CC2)c1	-18.4%	i	i	6.7%	11.5%	3.8%	3.5%	15.5%	?
CC(=O)Nc1ccc(NC(=O)c2ccc(CN3CCc4ccccc4C3)cc2)cc1	-11.1%	i	21.7	-29.1%	-13.0%	-7.9%	1.6%	?	?
CC(=O)N(C(C)=O)N1C(=O)c2cccc3c(N4CCOCC4)ccc(c23)C1=O	?	i	19.2	0.0%	/	-25.9%	1.6%	-5.2%	-5.4%

Taken from above.
Value of `Cn1c(SCC(=O)NCc2ccc3c(c2)OCO3)nc2c(c1=O)SCC2` under HT1080-NT tox: 0.5%
Value of `Cc1ccc(-c2nc(N/N=C/c3cccnc3)c3ccccc3n2)cc1` under ATXN2 expr inh: 70.9%[activator]
Value of `Cc1cccc(OCC2CCCN(Cc3nc(C4CC4)no3)C2)c1` (stereo not drawn) under SW480 rerep: -0.2%
Value of `Cc1cnn(-c2cc(N/N=C/c3cccc(F)c3)ncn2)c1` under KB-3-1 cytotox: -10.9%
Value of `Nc1nc(Cl)cc(N2CCC(c3cc(-c4ccc(Cl)cc4)n[nH]3)CC2)n1` under MCF10A rereplic: 25.9µM*

Exported bar-delimited: part of the list above.
Structure | SW480 rerep | S2 tox | IL-1B inflam inh | KB-V1 MDR tox | ATXN2 expr inh | KB-3-1 cytotox | MCF10A rereplic | HT1080-NT tox | HT1080 IDH1KD tx
CCCNC(=O)C(=O)NCc1ccccn1 | 0.2% | i | -1.0 | -2.2% | 2.1% | 17.8% | -8.2% | 10.7% | 9.3%
Cc1ccc(-c2nc(N/N=C/c3cccnc3)c3ccccc3n2)cc1 | 1.7% | i | ? | ? | 70.9%[activator] | ? | -6.2% | 11.2µM* | ?

Screens as filed in PubChem.

Compounds as they come (roughly 11% active in at least one column).
